rTrxR1 inhibitor = qHTS Assay for Inhibitors of Mammalian Selenoprotein Thioredoxin Reductase 1 (TrxR1): qHTS. Potency, µM (series often up to 114 µM), inactives show at the highest dose activity change, negative = inhibition, hits mostly inhibitors. AID 588453, 2011. recombinant rTrxR1, NADPH fluorescence consumption, selenite substrate. Thioredoxin reductase 1, cytoplasmic (Rattus norvegicus), O89049. 390,000 tested, 1% active; note: potency is the fitted concentration of half-maximal effect; % is set by controls: 0 for no effect and ±100 for the full control effect; nearly all actives have a fitted effect of over 65% in size
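Rat TrxR1 (90 nM in the dispensed reagent) was pre-reduced with 400 uM NADPH for 5 min at room temperature, then incubated with compound for 15 min. After 400 uM selenite was added, NADPH fluorescence (Ex 340/Em 450 nm) was followed for 8 min.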
Pin1 inhibitor = qHTS Assay to Find Inhibitors of Pin1; Peptidyl-prolyl cis-trans isomerase NIMA-interacting 1 (Homo sapiens), Q13526; Pin1 FP peptide displacement, HiFluor488, 10 min; Potency, µM (highest dose often 115 µM), for the others: top-dose activity, negative = inhibition, most hits filed as inhibitors; 390,000 tested, 0.009% active; active = well fitted inhibition curve with a large enough effect in the polarisation, with a control signal flat, not every such curve was filed as active; inconclusive = small, poorly fitted or top-dose-only effect, or effect the other way, or a change in a side signal; inactive = no such curve, though single readings can be large or run the other way; the % refers to the polarisation; note: potency is the fitted concentration of half-maximal effect; % is set by controls: 0 for no effect and ±100 for the full control effect
Target sequence (Q13526 whole entry, looked up): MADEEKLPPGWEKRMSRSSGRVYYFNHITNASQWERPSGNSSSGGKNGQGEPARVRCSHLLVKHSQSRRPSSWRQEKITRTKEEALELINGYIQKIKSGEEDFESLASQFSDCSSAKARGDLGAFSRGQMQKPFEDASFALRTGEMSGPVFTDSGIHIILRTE
D2 ag = HTS Assay for Allosteric Agonists of the Human D2 Dopamine Receptor: Primary Screen for Agonists | D(2) dopamine receptor (Homo sapiens), P14416 | HEK293 T-REx D2 cells, calcium flux agonist mode | activation, % at 2 µM | 340,000 tested, 0.53% active;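 active = activation over 3 SD above normal in the single-dose calcium agonist read, cut at about 30% in these data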; note: 0% is about no effect
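Agonism is scored from calcium flux in a force-coupled, inducible HEK293 cell line expressing D2, read kinetically for 180 s after compound addition against dopamine controls.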
D2 antag = HTS Assay for Allosteric Antagonists of the Human D2 Dopamine Receptor: Primary Screen for Antagonists | HEK293 TREx D2 cells, calcium flux, dopamine EC80 | AID 485344, 2010 | 340,000 tested, 2% active | inhibition, % at 10 µM | D(2) dopamine receptor (Homo sapiens), P14416; in the data active = inhibition above about 30%; note: 0% is about no effect
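Compounds are added to dye-loaded, induced HEK293 T-REx cells coupled to calcium release via D2; after a 3 min kinetic read an EC80 dopamine stimulus is given and fluorescence is recorded for 3 more min.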
TRHR ag = qHTS for Small Molecule Agonists and Allosteric Enhancers of Human TRH Receptor: Primary Screen for Agonists. TRHR cells, calcium flux fluo-8, FDSS agonist mode. activation, % at 2 µM. 360,000 tested, 0.18% active; in the data active = activation above about 30%; note: 0% is about no effect
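Steps: seed TRHR cells overnight; add fluo-8 no-wash Ca dye, RT 30 min–1.5 h; record 10 s baseline; pin-transfer compounds; monitor fluorescence 1 cycle/s for the agonist window. Calcium increases flag candidate agonists.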
TrxR1 substrate = qHTS Assay for Substrates of Mammalian Selenoprotein Thioredoxin Reductase 1 (TrxR1): qHTS; Thioredoxin reductase 1, cytoplasmic (Rattus norvegicus), O89049; purified TrxR1 substrate turnover, NADPH consumption readout; Potency, µM (titrated, usually from 114 µM), for inactives: at the highest dose activity change, negative = substrate turnover; 390,000 tested, 0.01% active; AID 588456, 2011; note: potency is the fitted concentration of half-maximal effect; % is set by controls: 0 for no effect and ±100 for the full control effect; nearly all actives have a fitted effect of over 50% in size
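Rat TrxR1, dispensed at 90 nM, was prereduced with 400 uM NADPH (final) for 5 min at ~22 deg C, then incubated with compound 15 min before 400 uM selenite. A first-read NADPH fluorescence drop versus no-compound background flagged substrates.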
USP1-UAF1 inh = Inhibitors of USP1/UAF1: Primary Screen. Ubiquitin carboxyl-terminal hydrolase 1 (Homo sapiens), O94782. recombinant USP1/UAF1, Ub-Rhodamine cleavage fluorescence. Potency, µM (titrated, usually from 57.1 µM), for inactives: at the highest dose activity change, negative = inhibition, actives largely listed as inhibitors. 390,000 tested, 0.23% active. AID 743255, 2014; note: potency is the fitted concentration of half-maximal effect; % is set by controls: 0 for no effect and ±100 for the full control effect; nearly all actives have a fitted effect of over 60% in size; inactives centre near -12
Target sequence (O94782 whole entry, looked up): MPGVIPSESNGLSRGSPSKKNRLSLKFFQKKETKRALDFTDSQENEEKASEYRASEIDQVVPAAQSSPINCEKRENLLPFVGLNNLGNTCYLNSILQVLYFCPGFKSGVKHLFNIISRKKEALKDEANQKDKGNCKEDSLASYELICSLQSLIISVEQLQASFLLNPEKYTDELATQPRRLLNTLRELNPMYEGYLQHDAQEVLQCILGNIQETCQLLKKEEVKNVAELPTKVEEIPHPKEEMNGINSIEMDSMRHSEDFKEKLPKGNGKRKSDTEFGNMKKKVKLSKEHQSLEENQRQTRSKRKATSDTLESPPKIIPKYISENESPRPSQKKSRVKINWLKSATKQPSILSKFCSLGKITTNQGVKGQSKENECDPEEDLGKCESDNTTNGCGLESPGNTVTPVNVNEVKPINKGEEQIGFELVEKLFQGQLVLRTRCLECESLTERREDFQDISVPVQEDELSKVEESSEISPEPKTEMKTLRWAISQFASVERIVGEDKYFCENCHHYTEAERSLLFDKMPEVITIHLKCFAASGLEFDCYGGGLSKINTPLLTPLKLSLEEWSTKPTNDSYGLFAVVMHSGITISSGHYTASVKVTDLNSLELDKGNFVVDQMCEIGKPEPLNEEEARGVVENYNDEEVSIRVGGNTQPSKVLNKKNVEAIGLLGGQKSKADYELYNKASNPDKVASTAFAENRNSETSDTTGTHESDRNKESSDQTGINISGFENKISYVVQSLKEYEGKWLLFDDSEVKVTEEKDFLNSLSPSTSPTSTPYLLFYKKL
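1 nM enzyme complex + cpd, 15 min RT; start with Ub-Rho 150nM final; kinetic fluorescence ex 480/em 540, 6 reads q60 s. Buffer 50mM HEPES pH 7.8, 0.5mM EDTA, 0.1 mg/ml BSA, 1mM TCEP, 0.01% Tween-20.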
IDH1 R132H inh = qHTS for Inhibitors of mutant isocitrate dehydrogenase 1 (IDH1): qHTS; Potency, µM (series often up to 76.6 µM), without a hit: top-dose activity change, negative = inhibition, usual class: inhibitors; 390,000 tested, 0.093% active; IDH1-R132H enzyme, NADPH consumption, diaphorase/resazurin fluorescence; Isocitrate dehydrogenase [NADP] cytoplasmic (Homo sapiens), O75874; note: potency is the fitted concentration of half-maximal effect; % is set by controls: 0 for no effect and ±100 for the full control effect; nearly all actives have a fitted effect of over 65% in size
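IDH1-R132H (0.5 ug/mL dispensed) in pH 7.5 Tris buffer was preincubated 30 min with compound, then given a substrate mix of 0.016 mM NADPH and 2 mM alpha-KG for 80 min at room temperature; remaining NADPH was read by diaphorase/resazurin fluorescence.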
TRHR PAM = qHTS for Small Molecule Agonists and Allosteric Enhancers of Human TRH Receptor: Primary Screen for Enhancers; TRHR cells, fluo-8 calcium fluorescence, EC20 TRH enhancement; Thyrotropin-releasing hormone receptor (Homo sapiens), P34981; 360,000 tested, 0.66% active; enhancement, % at 2 µM; in the data active = enhancement above about 30%; note: 0% is about no effect
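Enhancer read-out: after compound pinning and an initial kinetic agonist-mode read, an EC20 of TRH (10 nM final) was injected and fluo-8 calcium signal (Ex 480/Em 530) followed at 1 s/cycle for 100 cycles in TRHR-expressing cells.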
Starred values were filed as active, the others as inactive; ? = inconclusive; . = not tested or not shown; [ ] = dose if it differs, or a comment. Unless noted, calls come from the whole dose curve; as a rule, active = well fitted inhibition curve with a large enough effect; inconclusive = small, poorly fitted or top-dose-only effect; inactive = no such curve, though single readings can be large or run the other way. Only part of the results is shown; count on the stated rates, not on these rows.

SMILES	rTrxR1 inhibitor	Pin1 inhibitor	D2 ag	D2 antag	TRHR ag	TrxR1 substrate	USP1-UAF1 inh	IDH1 R132H inh	TRHR PAM
CC(C)CC1(C)NC(=O)N(CC(=O)NC(=O)Nc2ccc3c(c2)OCCO3)C1=O (stereo unspecified)	-9%	1%	0.2	-9	1.1	-12%	-15%	3%	3
Cc1csc(SCC(=O)N(C)CC(=O)Nc2ccc(F)cc2)n1	.	.	0.2	8	-0.1	.	.	.	-3
O=C(CN1C(=O)S/C(=C\c2ccc(Cl)cc2)C1=O)NCCCn1ccnc1	-7%	4%	-0.2	5	0.0	-6%	-11%	-12%	-3
CCN(Cc1ccccc1)C(=O)Cn1cnc2c1c(=O)n(C)c(=O)n2C	6%[57.1 µM]	-2%	0.3	4	0.8	19%[57.1 µM]	-11%	6%	-5
CCCn1c(SCC(=O)Nc2cccc(S(=O)(=O)N(C)C)c2)nc2ccccc2c1=O	20%	7%	-0.2	7	-0.3	6%	-34%	4%	-7
CCOc1ccc(N(CC(=O)NC2CCCCC2)C(=O)CCCC(=O)Nc2ccccn2)cc1	-3%	?	0.6	-8	-0.6	-7%	3%	-10%	-3
CCc1noc(C)c1C(=O)NNC(=O)COc1ccc(C)c(C)c1	4%	9%	0.2	-3	-0.7	-1%	-1%	-1%	3
O=C(CN1C(=O)CCC1=O)Nc1cccc2c1C(=O)NC2=O	8%	-9%	0.3	22	0.4	24%	-17%	12%	-6
Nc1c(C(=O)Nc2ccc(OC(F)(F)F)cc2)nnn1Cc1ccccc1	4%	3%	0.1	.	0.2	11%[11.4 µM]	-31%	0%	-3
COc1cc(C(C2C(=O)CC(C)(C)CC2=O)C2C(=O)CC(C)(C)CC2=O)ccc1O	14µM*	-8%	-1.6	-13	0.7	4%	-7%	3%	18
C=CCn1c(SCc2cc(C(C)=O)ccc2OCC)nc2ccccc2c1=O	-24%	21%	1.0	-2	0.5	-6%	-22%	-1%	1
Cc1cc2sc3ccc(C#CC4(O)CCCCC4)cc3c(=O)c2cc1C	13%	1%	.	.	.	9%	?	9%	.
CCCOP(=O)(c1ccc(N(C)C)cc1)C(O)c1ccc(Cl)cc1Cl (stereo unspecified)	14%	-4%	-0.1	-21	-0.3	-1%	-11%	-6%	-2
O=C(O)c1ccc2c(c1)C(c1ccccc1)OC2=O (stereo unspecified)	-7%[57.1 µM]	-15%	0.1	8	0.4	1%[57.1 µM]	-2%	-1%	1
O=C(CSc1nnc(-c2cccnc2)o1)Nc1ccc(Br)cc1	?	-3%	-0.5	-7	-0.6	0%	-25%	-1%	4
CSCCC(NC(=O)COc1ccccc1)C(=O)N1CCN(C(C)=O)CC1 (stereo unspecified)	-7%	-8%	2.1	2	0.3	-3%	-14%	6%	1
O=C(CN1CCN(c2cccc(Cl)c2)CC1)c1ccc(O)cc1O	7%	-1%	0.5	-6	0.0	-6%	-14%	-3%	1
O=C(NN=Cc1ccc([N+](=O)[O-])cc1)c1ccncc1	7%[2.29 µM]	6%	.	.	.	2%[2.29 µM]	-2%	10%	.
C=CCNC(=O)NC(=O)COn1nnc2ccc(S(=O)(=O)N(C)C)cc21	-18%	5%	2.0	26	0.2	-6%	-4%	-2%	7
CN(C(=O)CCc1nc(-c2ccccc2F)no1)c1ccccc1	51%	-2%	-0.2	10	1.2	11%	1%	11%	4
Cc1ccc(Cl)c2sc(NC(=O)C3=COCCO3)nc12	23%	20%	-0.2	-24	0.5	11%	-23%	5%	6
O=C(c1ccco1)N1CCN(C(=O)c2ccccc2Oc2ccccc2)CC1	?	-2%	-1.3	24	-0.3	-1%	-7%	-1%	3
CS(=O)(=O)c1ccc2nc(NC(=O)CN3C(=O)NC4(CCCC4)C3=O)sc2c1	-11%	-5%	-1.2	5	0.1	-10%	-2%	10%	12
Cc1ccc(-n2ncc3c(=O)n(CC#N)cnc32)cc1C	-6%	-7%	-1.8	3	-0.2	0%	3%	12%	3
O=C(CSc1nnc(SCc2ccccc2)s1)N/N=C/C=C/c1ccccc1[N+](=O)[O-]	10%[57.1 µM]	-6%	0.1	-5	1.8	-9%	-16%	3%	0

Continued.
SMILES	rTrxR1 inhibitor	Pin1 inhibitor	D2 ag	D2 antag	TRHR ag	TrxR1 substrate	USP1-UAF1 inh	IDH1 R132H inh	TRHR PAM
Cc1ccc(C(=O)C[n+]2cccc3cc(C)ccc32)cc1	15%[57.1 µM]	?	0.3	-3	0.5	22%	-16%	4%	1
CCOc1cc(C2NC(=O)CCC2[N+](=O)[O-])cc(Br)c1OCC (stereo unspecified)	18%	-3%	0.9	-8	0.4	13%	-18%	4%	5
CCOc1ccc(Cc2nnc(SCC(=O)c3ccc(OC)cc3)o2)cc1	0%	-3%	0.0	-9	-0.3	1%	-4%	3%	1
Cc1ccc(-c2nc3c(c(=O)c4ccccc4n3C)c(=O)n2Cc2ccco2)cc1	?	16%	4.1	36*	-0.2	8%	-12%	?	-14
CC(C)Oc1ccc(S(=O)(=O)N2CCOCC2)cc1NC(=O)c1cc([N+](=O)[O-])ccc1N1CCOCC1	1%	7%	-0.5	-15	-0.3	-4%	-16%	6%	0
COc1ccc(CCNC(=O)c2cc(=O)[nH]c3ccc(S(=O)(=O)N4CCCCC4)cc23)cc1OC	10%[57.1 µM]	12%	-0.4	.	-0.4	-2%[57.1 µM]	-14%	-8%	1
O=C(c1ccccc1)N(Cc1cccnc1)C1(C(=O)Nc2ccccc2)CCCCC1	-12%	-3%	-2.7	-10	-0.3	-13%	-4%	-10%	8
O=C1NC(c2ccc(F)cc2)Oc2ccccc21 (stereo unspecified)	10%	0%	0.1	13	0.2	1%	-20%	12%	8
Cc1ccc(N2CC(C(=O)N3CCCc4ccccc43)CC2=O)cc1 (stereo unspecified)	9%	0%	1.1	4	0.4	-6%[57.1 µM]	6%	1%	1
NC(=O)C1CCCN(C(=S)NCc2ccc3c(c2)OCO3)C1 (stereo unspecified)	6%	3%	-0.1	-4	-0.3	1%	-9%	5%	21
CCC(C)C(=O)Nc1cc([N+](=O)[O-])ccc1Cl (stereo unspecified)	3%	5%	0.2	-10	-0.7	-4%[11.4 µM]	-9%	7%	8
COC(=O)CSc1cc([N+](=O)[O-])ccc1NC(=O)OC	8%[57.1 µM]	-1%	-0.9	-2	12	-2%[57.1 µM]	-10%	8%	5
O=C(c1cc2cc(Br)cc(Br)c2oc1=O)N1CCOCC1	13%	0%	0.3	-2	-0.2	-2%	-11%	0%	0
COc1ccc(CC(=O)OC(C)C(=O)NCc2ccc3c(c2)OCO3)cc1OC (stereo unspecified)	5%	-11%	0.8	-8	-0.2	-2%	-21%	-2%	-7
CCOC(=O)c1c(C)[nH]c(C)c1C(=O)CSc1nncs1	22%[57.1 µM]	-2%	1.2	-18	0.0	1%[57.1 µM]	-10%	4%	0
COc1ccc(CNC(=O)C(=O)NCC2OCCN2S(=O)(=O)c2ccc(OC)c(OC)c2)cc1 (stereo unspecified)	15%	-10%	-0.8	-2	1.5	2%	-9%	3%	-12
CCOC(=O)C1CCN(C(=O)Cn2ncc3c4ccccc4n(Cc4ccccc4)c3c2=O)CC1	13%	25%	0.2	.	-1.5	15%	-24%	-5%	0
CC(CC(=O)O)C(=O)c1ccc(Cl)c([N+](=O)[O-])c1 (stereo unspecified)	13%[57.1 µM]	2%	0.4	-9	-0.6	-2%[57.1 µM]	-7%	2%	0
CC(C)Cc1nnc(NC(=O)CS(=O)(=O)Cc2ccccc2)s1	-4%	-1%	-0.7	-8	-0.8	-6%	2%	7%	-1
COc1ccc(NC(=O)/C=C/C(=O)O)c(OC)c1	18%[57.1 µM]	0%	0.2	-2	0.2	-2%	-2%	10%	8
COc1ccc(/C(C)=N/NC(=O)C(NC(=O)c2ccccc2)c2n[nH]c(=O)c3ccccc23)c(OC)c1 (stereo unspecified)	17%	4%	0.5	-5	-1.7	2%	-22%	4%	16
COc1ccc(/C=C/C(=O)N2CCN(S(=O)(=O)c3ccccc3)CC2)cc1OC	-2%[57.1 µM]	-4%	0.2	-1	0.1	10%[0.0914 µM]	-17%	0%	-1

Compound activity deposited in PubChem by National Center for Advancing Translational Sciences (NCATS).
